Granule exo inh: blocks lytic granule exocytosis | TALL-104 LAMP-1 surface exposure, flow cytometry; cells stimulated with thapsigargin and PMA | inhibition, % at 10 µM | hit rate 0.66% among 360,000;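 active = inhibition above about 55%, limit read from the data; inconclusive = no clear call, values can overlap the other calls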
Vif imaging: inhibitors of HIV Vif. HEK293T cells, Vif self-association by quenched fluorescence, imaging, 24 h. inhibition, % at 7.49 µM. hit rate 0.35% among 340,000. AID 602346; in the data active = inhibition above about 50%, passing the limit was not always enough; inconclusive = no clear call, values can overlap the other calls; inactive = below about 31%; note: some results filed as inactive read as strong as hits
PDI turbidity: blocks human protein disulfide isomerase activity | PDI insulin aggregation turbidity, A650, 90 min | inhibition, % at 10 µM | hit rate 0.052% among 350,000 | P07237;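 active = mean inhibition across replicates of 30% or more, whatever share of single replicates reach that level; inconclusive = mean inhibition below 30% while every single replicate reaches 30%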;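 note: absorbance from insulin aggregation driven by PDI reduction with DTT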
iPSC survival up: hiPSC single-cell survival enhancement | survival enhancement, % at 20 µM | ATPlite luminescence; 100% = ROCK inhibitor wells, 0% = DMSO | hit rate 0.044% among 360,000; in the data active = survival enhancement above about 18%;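 note: cells exposed to compounds for 16 hours before the ATP read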
ABCB6 inh 2: inhibitors of human ABC transporter ABCB6; fluorescence ratio to DMSO, % at 10 µM; Q9NP58; K562-ABCB6 porphyrin accumulation, flow cytometry, 1 h; stronger effect = lower value; hit rate 0.19% among 360,000;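 active = fluorescence ratio to DMSO below 75%, the collection mean minus 3 SD; inconclusive = too few cells collected in the well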;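 note: signal is porphyrin accumulated inside mitochondria; 100% equals median channel fluorescence of DMSO control wells; lower ratio means ABCB6 inhibition with less porphyrin fluorescence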
Target sequence (Q9NP58 whole entry, looked up): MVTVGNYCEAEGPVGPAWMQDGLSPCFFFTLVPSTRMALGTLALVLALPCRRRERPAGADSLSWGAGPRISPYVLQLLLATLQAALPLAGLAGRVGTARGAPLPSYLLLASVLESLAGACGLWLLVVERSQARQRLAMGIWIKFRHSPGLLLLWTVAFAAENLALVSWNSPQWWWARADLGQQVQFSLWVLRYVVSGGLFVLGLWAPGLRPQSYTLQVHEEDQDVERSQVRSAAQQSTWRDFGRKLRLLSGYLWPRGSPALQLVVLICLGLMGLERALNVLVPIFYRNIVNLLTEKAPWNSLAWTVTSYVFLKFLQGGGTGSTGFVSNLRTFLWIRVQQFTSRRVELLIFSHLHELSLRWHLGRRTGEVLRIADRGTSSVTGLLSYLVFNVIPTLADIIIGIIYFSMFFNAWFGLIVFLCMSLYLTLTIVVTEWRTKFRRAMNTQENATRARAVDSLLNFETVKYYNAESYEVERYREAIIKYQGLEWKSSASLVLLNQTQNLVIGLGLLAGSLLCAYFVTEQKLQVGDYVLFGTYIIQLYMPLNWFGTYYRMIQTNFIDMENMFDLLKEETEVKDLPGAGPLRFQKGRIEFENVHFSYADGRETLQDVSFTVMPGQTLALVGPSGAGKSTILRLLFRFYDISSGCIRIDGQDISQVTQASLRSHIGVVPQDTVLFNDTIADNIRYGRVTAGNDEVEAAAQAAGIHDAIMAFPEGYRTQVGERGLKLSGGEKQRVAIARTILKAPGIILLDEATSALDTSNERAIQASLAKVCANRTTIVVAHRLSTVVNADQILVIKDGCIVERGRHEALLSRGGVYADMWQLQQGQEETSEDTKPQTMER
m5-HT2A agonist: agonists of mouse serotonin 5-HT2A receptor (HTR2A). P35363. CHO-K1 mHTR2A beta-arrestin complementation, luminescence; percent of 30 µM serotonin response. activation, % at 7.6 µM. hit rate 0.66% among 360,000. AID 624169;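 active = activation above a run cutoff, the mean activation of all tested compounds plus 3 SD, cut at about 14% in these data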;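 note: 0% = plate median of compound wells and 100% = 30 µM serotonin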
aDG glyco act: increases alpha dystroglycan glycosylation; Pro5-aDG cells, alpha-DG glycosylation AlphaScreen (IIH6); 0% Pro5, 100% B10-LARGE cell signal; activation, % at 10 µM; hit rate 0.22% among 360,000; AID 624168;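 active = activation of at least 8% versus controls, or a plate z-score of at least 8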;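 note: Pro5 are CHO cells carrying HIG-tagged alpha-DG that lacks glycosylation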
Glyco luc inh: blocks N-linked glycosylation in D54 reporter cells; hit rate 0.23% among 360,000; D54 ERlucT glycosylation luciferase reporter, 24 h; percent of 100 nM tunicamycin response; reporter increase, % at 12.5 µM;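 active = mean luciferase reporter signal, scaled so untreated is 0 and the glycosylation-blocking control 100, at or above a set limit in every replicate; inconclusive = mean reaches the limit but not every replicate does; inactive = mean below the limit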;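 note: luciferase carries N-glycosylation sites so blocking glycosylation raises the light; 0% = median of neutral control wells and 100% = median of 100 nM tunicamycin wells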
CaV13 FRET inh: Disruptors of the CACNA1D IQ motif to Ca2+-dependent inactivation inhibitor domain association, primary screening, Förster resonance energy transfer in intact living …; HEK cells, CFP/YFP FRET ICDI-IQ, plate reader, 10 min; percent FRET-ratio fall versus neutral wells; inhibition, % at 12.3 µM; hit rate 0.098% among 340,000; AID 743397;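 active = mean replicate inhibition of at least 30% and at least 1% of replicates passing that level; inconclusive = only one of the two criteria is met; inactive = neither criterion is met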;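 note: 0% = median of the neutral control wells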
H9c2 protect: modulators protecting cardiomyocytes from myocardial damage | H9c2 cardiomyocytes, H2O2 injury protection, ATPLite, 2 h | AID 588492 | protection from H2O2 cell death, % at 20 µM | hit rate 0.63% among 360,000;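 active = compounds giving at least 50% protection of heart cells from peroxide-induced death in the single-dose screen, raw or plate-pattern-corrected value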;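 note: 0% = DMSO wells with peroxide and 100% = DMSO wells without peroxide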
Active calls of the source: *; i = inactive; ? = inconclusive; · = no result given.

cpd	structure	Granule exo inh	Vif imaging	PDI turbidity	iPSC survival up	ABCB6 inh 2	m5-HT2A agonist	aDG glyco act	Glyco luc inh	CaV13 FRET inh	H9c2 protect
1	O=C(CSc1nc(O)cc(=O)n1-c1ccccc1)NC1CCCCC1	-3	9	4	-0.5	91	4	-0.2	0	-3	13
2	CCOC(=O)C1CCN(C(=O)CCc2nc3sc4c(c3c(=O)[nH]2)CCCC4)CC1	6	12	0	0.6	100	8	0.0	1	-2	14
3	O=C(Cn1nc(Cl)nc1Cl)Nc1ccccc1	4	?	9	-2.8	93	-1	-0.3	-1	-5	7
4	CCCC(C)NS(=O)(=O)c1ccc(OC)c(C)c1 (stereo not given)	-4	-6	-6	0.6	97	0	-0.1	1	-4	4
5	CNC(=O)Nc1cc(C(C)(C)C)no1	0	12	-2	0.1	100	8	-0.1	-1	-4	-4
6	Cc1ccc(Nc2nc(Oc3ccc(OCc4ccccc4)nn3)nc(N3CCOCC3)n2)cc1	4	·	4	-4.5	193	-1	0.9	-2	-1	11
7	FC(F)(F)c1cc(Cl)c2nc(-c3cccc(Cl)c3)c(Cc3cccc(Cl)c3)n2c1	16	·	·	-0.2	101	6	-0.2	·	-7	·
8	COc1cccc(C(C)NC(=O)c2c(F)cccc2Cl)c1 (stereo not given)	1	8	-3	19	100	0	-0.1	0	-13	4
9	OCCNc1nc(N2CCN(c3ccccc3)CC2)nc2ccccc12	2	?	0	0.2	101	-8	-0.1	6	-2	15
10	Cc1ccc(NC2=C(Cl)C(=O)OC2OC(=O)c2ccccc2C)cc1 (stereo not given)	-2	12	0	-0.3	93	-5	0.7	2	-4	-5
11	Cc1ccc(-n2c(C)c(C)c3c(NCCN(C)C)ncnc32)cc1	19	-5	-3	2.4	93	-6	0.0	-2	-2	5
12	O=C(NCCCCc1ccccc1)C1CC(c2ccc(C(F)(F)F)cc2)=NO1 (stereo not given)	-16	3	-1	-1.2	93	-2	0.0	2	-4	-22
13	Cc1ccc(S(=O)(=O)NC(=O)Nc2cccc(S(=O)(=O)N(C)C)c2)cc1	-1	33	-11	-0.5	98	17*	0.0	2	-2	6
14	CCOC(=O)c1cnc2ccc(OCC)cc2c1N1CCN(c2ccccc2OC)CC1	0	-3	-2	-0.1	95	3	-0.4	-6	·	0
15	OCCC1CN(Cc2cc3c(cc2Cl)OCO3)CCN1C1CCCC1 (stereo not given)	0	-2	3	0.5	100	-1	-0.1	-1	-4	6
16	O=S(=O)(Nc1ccc(F)cc1)c1ccc(S(=O)(=O)N2CCOCC2)cc1	-1	2	-3	-0.4	99	-5	0.0	-4	-5	-1
17	COc1cccc(NC(=O)CN(C)C(=O)c2ccc(Cl)c(S(=O)(=O)N3CCCCCC3)c2)c1	0	-4	-1	0.1	93	1	0.1	1	-7	-1
18	COc1ccc(NC(=S)N2CCC(NC(=O)C3CCCCC3)CC2)cc1	-8	-6	4	-0.5	98	1	-0.1	0	-2	1
19	Cc1cc(C)c(NC(=O)CS(=O)CC(=O)Nc2ccc(F)cc2F)c(C)c1 (stereo not given)	-2	-13	5	0.1	92	5	0.0	1	-6	-6
20	CC(C)(C)OC(=O)NCCCCCc1nnc(SCc2ccccc2)o1	-1	-20	-1	-0.3	94	-6	0.0	-2	-19	-4
21	CC1(C)ON=C(c2cccc(F)c2)NC1=O	-6	-2	6	-1.7	101	3	0.0	2	1	2
22	COCCN(C(=O)CNC(=O)c1ccco1)C(C(=O)NC1CCCCC1)c1cccs1 (stereo not given)	-2	1	-3	0.8	105	0	1.6	0	-1	12
23	CCN(CC)S(=O)(=O)c1ccc(N2CCN(C)CC2)c(NC(=O)c2cc(=O)c3ccccc3o2)c1	18	-1	6	1.0	94	-2	-0.3	2	-2	-6
24	COc1ccc(NC(=O)CN(C)C(=O)CSCc2c(C)noc2C)cc1	1	-3	3	0.6	101	1	0.1	-1	-1	8
25	CCOC(=O)N1CCN(S(=O)(=O)c2ccc(F)c(C(=O)Nc3ccc(C)c(Cl)c3)c2)CC1	-3	2	-21	0.3	88	-2	0.3	-4	-2	-12
26	Cc1cc(OC(=O)c2cc(Br)ccc2Cl)c([N+](=O)[O-])c(=O)[nH]1	1	6	0	2.4	98	3	-0.1	1	-6	20
27	CCOC(=O)c1nc(Nc2ccc(OC)cc2)c2ccccc2n1	-8	-8	-1	0.6	100	-11	0.0	1	·	5
28	COc1ccc(NC(=O)C2CCN(S(=O)(=O)c3ccc4c(c3)CC(C)N4C(C)=O)CC2)cc1OC (stereo not given)	-3	-4	5	1.4	100	1	0.1	3	-3	-2
29	CCn1c(=NC(=O)c2ccc(N3C(=O)CCC3=O)cc2)sc2c(OC)ccc(OC)c21	20	-3	·	-0.8	93	1	0.0	1	-3	20
30	CCN(CC)CCCNC(=O)Cc1c(C(=O)O)n(C)c2ccccc12	-1	·	4	1.2	96	-1	-0.2	2	-2	-1
31	C[n+]1ccccc1/C=C1\Sc2ccccc2N1CCO	1	-2	1	-0.4	130	0	0.0	2	-2	-6
32	CSc1ccccc1OCc1cc(C(=O)N(C)Cc2nonc2C)no1	5	?	-3	-0.3	97	-6	0.3	-1	-2	-2
33	COC(=O)Nc1ccc(S(=O)(=O)N2CCC(C(=O)N3CCCCC3C)CC2)cc1 (stereo not given)	-5	11	3	-0.3	103	7	0.0	0	1	-7
34	Cc1cc(=O)n2nc(N3CCCC3C(=O)NCCCN3CC(C)CC(C)C3)sc2n1 (stereo not given)	0	-54	0	4.3	99	-11	0.1	0	-6	5
35	CC(=O)OCC1OC(OC(C)=O)C(NC(=O)Cc2ccccc2)C(OC(C)=O)C1OC(C)=O (stereo not given)	14	-2	3	3.5	86	-1	-0.2	1	-4	-3
36	O=C(Nc1ccc(S(=O)(=O)Nc2nccs2)cc1)c1cccc(F)c1	2	21	-1	-0.2	97	-2	-0.1	-4	-3	4
37	Cc1ccc(-c2ccc(OCC(=O)N3CCOCC3)cc2)cc1	-3	-8	16	-2.5	99	1	0.0	0	-4	-8
38	O=S(=O)(Nc1ccncc1)c1ccc(Cl)c(Cl)c1	?	-3	12	-0.7	99	6	0.0	2	-11	4
39	Cc1c(NC(=O)CSc2nc3c(cnn3-c3ccccc3)c(=O)[nH]2)c(=O)n(-c2ccccc2)n1C	-8	2	11	-0.5	98	5	0.0	4	-15	5
40	CC(C)N1CCC(C)(C(=O)Nc2ccc(-n3cccc3)cc2)C1 (stereo not given)	-2	·	7	0.1	98	-3	-0.1	-2	-6	-3
41	CC1=CCC2C(=O)N(c3ccc(S(N)(=O)=O)cc3)C(=O)C2C1 (stereo not given)	3	-10	1	0.4	99	-1	0.1	1	5	-1
42	CC(O)C(O)C(O)C(O)C1NCCS1 (stereo not given)	2	0	-2	2.5	92	3	-0.2	0	-2	0
43	c1ccc(Cn2ncc3ccccc32)cc1	0	13	2	0.3	98	-5	-0.1	-1	-7	-6
44	COc1ccc(C)cc1N(CC(=O)Nc1ccc2c(c1)OCCO2)S(C)(=O)=O	2	-8	-9	-0.1	98	-6	-0.3	6	-4	12
45	CN(C)C(=N)c1n[nH]nc1SCc1ccc(Cl)c(Cl)c1	1	18	2	-0.4	98	-1	-0.2	4	-7	-3
46	CCCOc1ccc(N2C(=O)C3C(C(C)C)NC4(C(=O)c5ccccc5C4=O)C3C2=O)cc1 (stereo not given)	-6	33	-16	3.1	97	-1	0.1	3	-7	3
47	CCNC1CCC(Nc2ccnc3cc(Cl)ccc23)CC1 (stereo not given)	-5	17	1	-3.1	97	8	2.0	3	-4	-15
48	Cn1c(SCC(=O)N2CCOCC2)nnc1-c1ccncc1	-6	4	0	0.3	105	-1	0.0	0	-4	3
49	CCCCc1cc(=O)oc2cc(OCC(=O)N3CCC(C(=O)O)(c4ccccc4)CC3)ccc12	15	-1	·	2.6	100	7	-0.1	3	·	0
50	O=C(CNS(=O)(=O)c1ccc2ccccc2c1)OCc1csc(-c2ccccc2)n1	5	9	14	-1.2	89	-4	-0.1	0	-7	-11
51	CCn1c(COc2ccc(Cl)cc2)nnc1SCC(=O)Nc1ccc2c(c1)OCCO2	0	-12	5	5.7	104	1	0.1	-2	-5	-17
52	CCN(CC)c1ccc(C=N/C(C#N)=C(\N)C#N)cc1	3	5	-7	0.1	i	1	-0.3	-1	-10	-4
53	Cc1cccc(-n2ccnc2SCC(=O)Nc2nccs2)c1	0	-6	2	0.2	105	-2	0.3	1	-1	-2
54	CC(=O)Nc1ccc(S(=O)(=O)NC(CSc2ccc(C(=O)O)cc2[N+](=O)[O-])C(=O)O)cc1 (stereo not given)	14	-8	9	0.4	174	1	0.2	0	-15	7
55	COc1ccc(N(CC(=O)NCc2ccc3c(c2)OCO3)S(=O)(=O)c2ccc(O)c(C(=O)O)c2)cc1	1	16	9	0.8	91	5	0.2	1	-3	-9
56	COc1ccc(NC(=O)CN(C)CC(=O)c2c(C)[nH]c3ccccc23)cc1	-2	-1	-2	0.8	106	-7	0.5	4	-7	0
57	Cc1ccc(-c2cnc3c(Nc4cccc(OC(F)(F)C(F)F)c4)nccn23)cc1	-1	-7	18	-1.7	98	2	0.7	7	-5	-22
58	Cc1ccc2oc(=O)c3cnn(CC(=O)Nc4cc(-c5cccc(F)c5)no4)c3c2c1	-4	12	·	0.6	95	2	0.5	2	-7	-2
59	Cc1c(C(=O)O)oc2c1C(=O)CC(C)(C)C2	1	·	0	-0.2	102	0	-0.1	4	-4	2
